All columns: NCI-60 one-dose screen, growth in % after 48 h at 10 µM unless noted; 100 = growth as untreated, 0 = no growth, -100 = all killed.
NCI-H23 – NCI-H23 lung cancer. AID 1794731. 80,000 tested, 4% active
NCI-H460 – NCI-H460 lung cancer; 82,000 tested, 6.8% active; AID 1794736
NCI-H226 – NCI-H226 lung cancer; AID 1794732; 79,000 tested, 3.5% active
HCT-116 – HCT-116 colon cancer; 82,000 tested, 7.3% active; AID 1794798
NCI-H522 – NCI-H522 lung cancer | 78,000 tested, 8% active | AID 1794739
NCI-H322M – NCI-H322M lung cancer. 80,000 tested, 2.7% active
NCI/ADR-RES – NCI/ADR-RES ovarian cells; 81,000 tested, 4.4% active; AID 1794790
COLO 205 – COLO 205 colon cancer. 79,000 tested, 7.3% active. AID 1794742
HCT-15 – HCT-15 colon cancer | 82,000 tested, 5.2% active
Starred values were filed as active, the others as inactive; · = no result given; & = joins results of further samples. How the source made its calls: active means growth percent below 10; inactive means the rest. Rows were taken by chance (roughly 12% active in at least one column).

SMILES	NCI-H23	NCI-H460	NCI-H226	HCT-116	NCI-H522	NCI-H322M	NCI/ADR-RES	COLO 205	HCT-15
CCCCN(CCCC)CCOc1c[nH]c(=O)[nH]c1=O	95	108	103	105	95	·	99	109	100
CCCc1cc2cc(-n3nc(CC)c4c3CC(C)(C)CC4=O)cc(NC3CCC(O)CC3)c2c(=O)[nH]1 (stereo unspecified)	18	-12*	14	6.5*	18	35	40	8.5*	17
CC1=C[C@H]2c3c(c(O)c(O)c4oc5cc(O)ccc5c(=O)c34)[C@H](c3cc(O)c(O)c4oc5cc(O)ccc5c(=O)c34)[C@H]2C(C)(C)C1	16	0.2*	26	1.4*	14	64	101	47	33
CCOC(=O)C1(C(=O)OCC)COC(=O)C1CN1Cc2cc3ccccc3nc2C1 (stereo unspecified)	90	106	100	83	48	92	104	·	70
CC(CNC1CCCCC1)OC(=O)Nc1ccccc1 (stereo unspecified)	105	105	103	104	·	102	105	109	118
COc1ccc(-c2nc(C(=O)Nc3cccc(OC)c3)nn2-c2cccc3ccccc23)cc1	87	97	87	74	78	63	84	110	80
Nc1ncc2c(n1)-c1cccn1CCC2	106	112	102	99	95	119	109	118	112
COc1cccc(C2NCCc3cc(OC)c(OC)cc32)c1 (stereo unspecified)	100	99	·	104	81	98	101	106	103
O=C1CCC23OC(c4ccccc4N12)C(O)C(O)C3O (stereo unspecified)	102	112	107	85	81	99	101	124	109
Cc1cc(NC(=O)c2ccccc2)c(Cl)cc1N	99	100	97	103	79	98	102	129	100
CC(=O)O[C@H]1C(=O)[C@@]2(C)C([C@H](OC(=O)c3ccccc3)[C@]3(O)C[C@H](OC(=O)[C@H](O)[C@@H](NC(=O)c4ccccc4)c4ccccc4)C(C)=C1C3(C)C)[C@]1(OC(C)=O)CO[C@@H]1C[C@@H]2O (stereo partly specified)	28	7.3*	45	7.8*	-25*	28	44	1.9*	24
Fc1ccc(COc2cccc(-c3nc4sccn4c3-c3ccccc3)c2)cc1	105	106	110	94	79	105	100	·	91
C=CCCCCCCCCCC(C(=O)O)C(=O)O	104	105	91	90	·	98	101	98	106
O=C1c2ccccc2C[C@]12C(c1ccc(F)cc1)=NOS2=O (stereo partly specified)	95	103	84	103	93	95	99	120	101
C/C(=N\NC(=S)N1CCCCC1)c1ccccn1	31	-24*	7.1*	13	12	4.5*	15	-14*	22
Nc1cc2c(cc1N)-c1ccccc1C2	88&93	101&103	88&84	100&99	52&16	95&85	90&89	93&95	94&86
CSC1=NC(=Nc2c(C)cccc2C)C2(CCC(C(C)(C)C)CC2)N1c1ccc(Cl)cc1 (stereo unspecified)	49	16	49	22	48	65	·	41	32
O=C1C(=O)C(c2ccccc2)C(=O)C1c1ccccc1 (stereo unspecified)	99	116	99	108	96	118	111	101	101
O=C(Nc1ccc(SC(F)(F)F)cc1)Nc1ccc(Cl)c(Cl)c1	78	89	77	66	70	102	86	94	83
CS(=O)(=O)c1cc(=O)[nH]c(=O)[nH]1	101	103	99	95	99	103	104	103	103
COc1cc(O)c(C=Nc2ccccc2NS(=O)(=O)c2ccc(C)cc2)c(OC)c1	99	99	97	105	101	89	98	100	110
Nc1cccc(I)c1	101	109	91	84	73	102	105	100	101
Cn1ncc2c(N)nc(Oc3ccccc3-c3ccccc3)nc21	30	15	45	16	22	72	-9.0*	34	11
CCCc1nc(N)nc(N)n1	109	110	104	93	93	106	109	109	100
CCCCCCCCCCCC1N=C(N)N=C(N)N1c1cccc(Br)c1 (stereo unspecified)	6.6*	-58*	39	-100*	·	54	105	-77*	72
CC(C)C(=O)C1CCCC1	112	109	105	113	·	99	115	130	103
CCOC(=O)c1ccoc1	103	101	101	97	91	85	108	101	97
CCOc1ccccc1NC(=O)CN1CCN(C(=O)c2ccco2)CC1	71	48	·	73	81	72	53	105	64
Oc1ccc(CSc2nnc(-c3ccc(Cl)cc3)n2-c2ccccc2)c2cccnc12	31	2.0*	51	13	36	42	4.5*	89	14
O=C1Nc2ccccc2/C1=C/C(=O)c1ccccc1[N+](=O)[O-]	91	100	98	97	93	99	108	104	85
NC1=NC(=O)C(c2ccccc2)C(=O)N1 (stereo unspecified)	107	108	105	97	107	110	101	108	·
O=C1OC2(c3ccccc31)c1ccc(O)c(O)c1Oc1c2ccc(O)c1O	102&105	109&114	121&91	102&110	84&90	130&109	104&107	117&115	123&94
CC(=O)OCC(C)O (stereo unspecified)	105	100	115	94	98	98	100	108	99
CCOC(=O)C(=O)N(N)C1=NN=C2N=C(C)C=C(c3ccccc3)N2N1	106	107	101	104	91	103	110	117	108
O=C1OC(=O)c2ccc3c4c(ccc1c24)C(=O)OC3=O	108	101	93	100	121	102	105	106	100
Cc1nn(-c2nc3ccccc3[nH]2)c2c1C(c1ccc(OCC(N)=O)cc1)CC(=O)N2 (stereo unspecified)	103	103	·	101	100	105	109	117	98
CC[N+](C)(CC)CCOC(C)=O	99	105	107	92	91	79	97	107	100
COc1ccc2ccccc2c1/C=N/N1CCCCC1	97	109	102	102	87	105	91	102	99
Cc1cc(C)c(-n2cnc3c(=O)[nH]c(N)nc32)cc1C	99	111	110	110	84	192	106	122	106
O=C(Nc1ccc(S(=O)(=O)N2CCOCC2)cc1)C(Cl)Cl	101	107	91	102	89	96	109	120	98

14 neighbouring compounds out of the list so far, quoted:
SMILES	NCI-H23	NCI-H460	NCI-H226	HCT-116	NCI-H522	NCI-H322M	NCI/ADR-RES	COLO 205	HCT-15
CCCCN(CCCC)CCOc1c[nH]c(=O)[nH]c1=O	95	108	103	105	95	·	99	109	100
CCCc1cc2cc(-n3nc(CC)c4c3CC(C)(C)CC4=O)cc(NC3CCC(O)CC3)c2c(=O)[nH]1 (stereo unspecified)	18	-12*	14	6.5*	18	35	40	8.5*	17
CC1=C[C@H]2c3c(c(O)c(O)c4oc5cc(O)ccc5c(=O)c34)[C@H](c3cc(O)c(O)c4oc5cc(O)ccc5c(=O)c34)[C@H]2C(C)(C)C1	16	0.2*	26	1.4*	14	64	101	47	33
CCOC(=O)C1(C(=O)OCC)COC(=O)C1CN1Cc2cc3ccccc3nc2C1 (stereo unspecified)	90	106	100	83	48	92	104	·	70
CC(CNC1CCCCC1)OC(=O)Nc1ccccc1 (stereo unspecified)	105	105	103	104	·	102	105	109	118
COc1ccc(-c2nc(C(=O)Nc3cccc(OC)c3)nn2-c2cccc3ccccc23)cc1	87	97	87	74	78	63	84	110	80
Nc1ncc2c(n1)-c1cccn1CCC2	106	112	102	99	95	119	109	118	112
COc1cccc(C2NCCc3cc(OC)c(OC)cc32)c1 (stereo unspecified)	100	99	·	104	81	98	101	106	103
O=C1CCC23OC(c4ccccc4N12)C(O)C(O)C3O (stereo unspecified)	102	112	107	85	81	99	101	124	109
Cc1cc(NC(=O)c2ccccc2)c(Cl)cc1N	99	100	97	103	79	98	102	129	100
CC(=O)O[C@H]1C(=O)[C@@]2(C)C([C@H](OC(=O)c3ccccc3)[C@]3(O)C[C@H](OC(=O)[C@H](O)[C@@H](NC(=O)c4ccccc4)c4ccccc4)C(C)=C1C3(C)C)[C@]1(OC(C)=O)CO[C@@H]1C[C@@H]2O (stereo partly specified)	28	7.3*	45	7.8*	-25*	28	44	1.9*	24
Fc1ccc(COc2cccc(-c3nc4sccn4c3-c3ccccc3)c2)cc1	105	106	110	94	79	105	100	·	91
C=CCCCCCCCCCC(C(=O)O)C(=O)O	104	105	91	90	·	98	101	98	106
O=C1c2ccccc2C[C@]12C(c1ccc(F)cc1)=NOS2=O (stereo partly specified)	95	103	84	103	93	95	99	120	101

3 entries drawn at random from the list so far:
SMILES	NCI-H23	NCI-H460	NCI-H226	HCT-116	NCI-H522	NCI-H322M	NCI/ADR-RES	COLO 205	HCT-15
COc1ccc2ccccc2c1/C=N/N1CCCCC1	97	109	102	102	87	105	91	102	99
CCCCCCCCCCCC1N=C(N)N=C(N)N1c1cccc(Br)c1 (stereo unspecified)	6.6*	-58*	39	-100*	·	54	105	-77*	72
CC(C)C(=O)C1CCCC1	112	109	105	113	·	99	115	130	103

Later entries:
SMILES	NCI-H23	NCI-H460	NCI-H226	HCT-116	NCI-H522	NCI-H322M	NCI/ADR-RES	COLO 205	HCT-15
O=C(CSc1nc2sc3c(c2c(=O)[nH]1)CCCC3)NCCO	97	110	96	105	100	111	94	126	98
CCOC(=O)C(CC)C(O)c1ccccc1 (stereo unspecified)	104	115	109	114	105	108	107	108	96
CN(C)C(c1ccccc1)C(c1ccccc1)c1ccccc1 (stereo unspecified)	97	111	105	95	85	115	96	106	104
COc1ccc(-c2cc(Nc3ccnc(N4CCOCC4)n3)on2)cc1	37	15	32	13	5.0*	47	11	2.7*	20
COc1ccc2nc(C)cc(SCc3nccc(OCC(F)(F)F)c3C)c2c1	65	83	73	55	62	97	70	87	74
O=C1c2ccccc2NC(c2cn(-c3ccccc3)nc2-c2cccnc2)N1Cc1ccccc1 (stereo unspecified)	92	108	109	95	78	93	97	121	85
COc1cccc(-c2nc3occn3c2-c2ccnc(NCCCNS(=O)(=O)c3ccc(C)cc3)n2)c1	100	94	74	86	92	101	99	67	77
O=C1Nc2cc(Cl)ccc2/C1=C\c1ccc(OCc2ccc(F)cc2)cc1	·	103	98	97	90	88	94	113	94
COc1cc(C)cc2oc3oc(=O)c(-c4nc5ccccc5s4)cc3c(=O)c12	97	84	87	93	96	90	94	110	102
O=C(O)C(Br)C(Br)c1cccc(Cl)c1 (stereo unspecified)	97	106	104	102	83	98	96	105	103
Nc1ccc(S(=O)(=O)N/N=C/C=C/c2ccccc2[N+](=O)[O-])cc1	·	100	93	99	·	·	110	98	105
CC(C)(C)c1ccc(C(=O)Nc2sc3c(c2C(N)=O)CCC(O)C3)cc1 (stereo unspecified)	67	17	69	26	31	58	50	6.8*	6.6*
Cc1ccc(S(=O)(=O)N(C(=S)OCCN2C(=O)c3ccccc3C2=O)c2c(F)cccc2F)cc1	88	103	83	96	97	83	78	115	100
N#Cc1c(-c2ccc(Br)cc2)cc(-c2c[nH]c3ccccc23)nc1N	51	17	60	28	11	68	25	51	17
CC1(C)[C@H](CC(=O)O)C[C@@H]1N	98	·	103	107	94	102	102	118	108
CN1CCN(CCNC(=O)Nc2ncccc2OCc2ccccc2)CC1	99	105	92	93	93	90	97	·	98
CC(=O)/C(=C\c1c(-c2ccccc2)[nH]c2ccccc12)S(C)(=O)=O	34	4.2*	69	21	30	58	-19*	21	19
COC1OC2COC(c3ccccc3)OC2C2OC(c3ccccc3)OC12 (stereo unspecified)	85	96	112	85	76	89	92	·	100
COc1ccc(/C=C/C(=O)OCCN2CCOCC2)cc1	86	104	90	·	86	99	92	110	96
Cc1ccc(-c2cc(C(F)(F)F)nn2-c2ccc(S(N)(=O)=O)cc2)cc1	78	76	82	67	78	96	69	96	83
C/C(=C\CCc1ccsc1)CC/C=C(\C)CCCN1CCOCC1	100	95	91	92	·	89	94	98	92
O=C(Nc1nc2ccc(C(=O)N3CCN(/C=C/c4ccccc4)CC3)cc2s1)c1ccc(NCCc2ccccc2)c([N+](=O)[O-])c1	51	16	62	11	48	83	70	18	22
CCCOC(=O)C1CCCCC1C(=O)OCCC (stereo unspecified)	105	102	100	95	104	95	106	104	98
C=CC(=O)N1CCN(c2cccc(Oc3nccc(Nc4nnc(-c5ccc(Br)cc5)s4)n3)c2)CC1	79	26	89	58	-2.9*	92	48	63	40
CN(C)/C=C1\CC(C(=O)NCc2ccc(Cl)cc2Cl)N(c2cccs2)C1=O (stereo unspecified)	97	105	97	83	98	99	108	101	98
CCC/C(=C\c1ccc(O)c(O)c1)C(=O)NC(Cc1ccccc1)C(=O)C(=O)NCCc1ccc(OC)cc1 (stereo unspecified)	85	94	95	66	64	100	94	104	55
COc1ccc(C(=N)c2ccc(N(C)C)cc2)cc1	82	99	89	93	·	102	46	92	77
O=C(O)CCC(=O)Nc1ccccc1C(F)(F)F	99	103	98	104	·	83	108	90	106
CC(=O)OCc1cc(Cl)ccc1OC(C)=O	93	109	98	104	75	99	106	115	102
CCN(CC)c1ccc(N=C2C=CC(=O)C=C2NC(C)=O)cc1	93	106	94	98	·	105	105	97	90
CCCCCC(=O)OCCC	102	104	96	105	79	108	108	115	95

Screening results as filed in PubChem BioAssay.
